Screening data as filed in PubChem.
FEN1 inhibitor: inhibitors of human flap endonuclease 1; P39748; Recombinant FEN1 flap cleavage, fluorescence, 15 min; Potency, µM (doses to about 114 µM), for inactives: top-dose activity change, negative = inhibition, usual class: inhibitors; hit rate 0.35% among 390,000; AID 588795; further: nearly all actives have a fitted effect of over 65% in size
Target sequence (P39748 whole entry, looked up): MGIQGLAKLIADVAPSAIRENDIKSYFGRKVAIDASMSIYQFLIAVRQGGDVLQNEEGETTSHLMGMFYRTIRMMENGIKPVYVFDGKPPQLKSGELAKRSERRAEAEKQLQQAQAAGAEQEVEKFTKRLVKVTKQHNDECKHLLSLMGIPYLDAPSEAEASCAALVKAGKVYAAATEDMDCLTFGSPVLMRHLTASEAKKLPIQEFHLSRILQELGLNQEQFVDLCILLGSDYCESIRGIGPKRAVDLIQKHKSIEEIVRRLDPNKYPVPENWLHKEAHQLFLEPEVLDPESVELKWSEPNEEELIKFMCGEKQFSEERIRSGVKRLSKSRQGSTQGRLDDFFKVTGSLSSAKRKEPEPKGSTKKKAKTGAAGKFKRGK
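FEN1 at 10 nM preincubated with compounds 15 min at room temperature, then flap DNA substrate added at 50 nM final. Signal read at 0 and 15 min; concentration-response fitted with four-parameter Hill equation.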
GCN5L2 inh: blocks human GCN5L2 histone acetyltransferase; hit rate 0.21% among 390,000; Potency, µM (doses to about 58.9 µM), without a hit: at the highest dose activity change, negative = inhibition, most hits filed as inhibitors; GCN5L2 HAT assay, ThioGlo1 CoA-SH fluorescence
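Free CoA generated was detected with ThioGlo1 (50uM) fluorescence at Ex340nm/Em540nm, read immediately and after 20 min at room temperature. Enzyme, 20 nM in HEPES pH 7.5 buffer, saw compounds 15 min before adding 75uM H3(1-25) peptide and 70uM acetyl-CoA.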
N370S GC: inhibits or activates N370S mutant glucocerebrosidase; P04062; hit rate 0.092% among 330,000; AID 2101; N370S GC spleen homogenate, 4MU-glucoside fluorescence; Potency, µM (top dose mostly 59.4 µM), for inactives: at the top dose activity change, negative = inhibition, actives largely listed as inhibitors;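 further: 0% = full enzyme activity and -100% = no enzyme basal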
* hit, by the source's call; ? = inconclusive; · = not tested or not shown; & = joins results of further samples; [ ] = another dose, or the depositor's remark. The call rests on the fitted dose curve; in most records, active means well fitted curve in the direction sought with a large enough effect; inconclusive means small, poorly fitted or top-dose-only effect, or another doubt; inactive means no such curve, though single readings can be large; an effect the other way counts as inactive or inconclusive. Unless noted, on the % scale 0 is the no-effect control and ±100 the full control effect; potency means the concentration at half of the fitted maximal effect. Compounds as they come; about 0.54% have a hit in one of these screens.

Sample of the layout:
SMILES	FEN1 inhibitor	GCN5L2 inh	N370S GC
NC(=O)c1nc(-c2cccs2)nc2c1[nH]c(=O)n2-c1ccc(F)cc1	-2%	1%	9%
Cn1nnnc1SCC(=O)NCc1ccco1	-11%	-2%	2%
Cc1cc(Cl)ccc1OCC(=O)Nc1ccccc1C(=O)N1CCOCC1	-2%	1%	-13%
CCn1c(COc2ccccc2C)nnc1SCC(=O)O	0%	2%	0%
CCC(C)NC(=O)c1ccc(CNS(=O)(=O)c2ccc3c(c2)C(C)(C)C(=O)N3C)cc1 (stereo not drawn)	-3%&12%	3%&-1%	-22%
O=C(Cn1cnc2cc([N+](=O)[O-])ccc2c1=O)N(Cc1ccccc1)C1CCS(=O)(=O)C1 (stereo not drawn)	-5%	-5%	-24%

The whole of this part, repeating the preview:
SMILES	FEN1 inhibitor	GCN5L2 inh	N370S GC
NC(=O)c1nc(-c2cccs2)nc2c1[nH]c(=O)n2-c1ccc(F)cc1	-2%	1%	9%
Cn1nnnc1SCC(=O)NCc1ccco1	-11%	-2%	2%
Cc1cc(Cl)ccc1OCC(=O)Nc1ccccc1C(=O)N1CCOCC1	-2%	1%	-13%
CCn1c(COc2ccccc2C)nnc1SCC(=O)O	0%	2%	0%
CCC(C)NC(=O)c1ccc(CNS(=O)(=O)c2ccc3c(c2)C(C)(C)C(=O)N3C)cc1 (stereo not drawn)	-3%&12%	3%&-1%	-22%
O=C(Cn1cnc2cc([N+](=O)[O-])ccc2c1=O)N(Cc1ccccc1)C1CCS(=O)(=O)C1 (stereo not drawn)	-5%	-5%	-24%
CCCOc1ccccc1/C=C(\C#N)C(=O)Nc1cccnc1	13%	-1%	-12%
CCOc1ncccc1C(=O)OCC(=O)N(CC(C)C)C1CCS(=O)(=O)C1 (stereo not drawn)	5%	1%	1%
CC(=O)Nc1c(C(N)=O)oc2ccc(Cl)cc12	14%	29%	-2%
Cc1cccc(NC(=O)CSc2nnc(CNC(=O)c3cccc(C)c3)n2-c2ccccc2)c1	20%	-2%	·
O=C(c1cccs1)N1CCCN(c2ncnc3scc(-c4ccccc4)c23)CC1	-8%	-4%	4%
CSCCNCc1c(C(=O)N2CCOCC2)nc2c(C)cccn12	-4%	11%	-3%
COc1ccc(S(=O)(=O)N2CCCC(C(=O)NCCCn3ccnc3)C2)cc1OC (stereo not drawn)	-5%	-4%	1%
CC(C)(C)C(=O)C(CO)(Oc1ccc(Cl)cc1)n1cncn1 (stereo not drawn)	10%	-23%	6%
CCc1nc(NCCCN2CCOCC2)c2oc3ccccc3c2n1	-1%	-5%	-6%
CSc1ccccc1NC(=O)Cn1nc([N+](=O)[O-])c(Cl)c1C	-5%	0%	-3%
COc1ccc(NC2=NCC(=O)N2c2ccccc2F)c(OC)c1	4%	-1%	7%
Nc1ccccc1SCc1cn2ccccc2n1	2%	-2%	-9%
O=C(CN1C(=O)COc2ccccc21)NCCCN1CCCC1	-17%	1%	-4%
COc1cc(-c2nn3c(C4CCCCC4)nnc3s2)cc(OC)c1OC	5%	1%	6%
Cc1cccc(NC(=O)C2COc3ccccc3O2)c1 (stereo not drawn)	10%	7%	-2%
CC1Cc2ccccc2N1C(=O)CN1CCC(C(N)=O)CC1 (stereo not drawn)	5%	-1%	-5%
O=C(COc1ccccc1F)Nc1nnc(SCc2cc(=O)c3ccccc3[nH]2)s1	9%	1%	·
Cc1ccc(NC(=S)NCc2cccs2)c(C)c1	0%	2%	16%[12.8 µM]
Cc1cccc(C)c1OCC(=O)NCc1ccccc1	-1%	-25%	-5%
COc1ccc(-c2noc(-c3ccc(Cl)cc3)n2)cc1	-1%	-21%	6%
CC(=O)OC(C(=O)NCc1ccc(F)cc1)c1ccccn1 (stereo not drawn)	1%	-14%	-10%
CC1=CCC(C(=O)O)C(C(=O)Nc2cccnc2)C1 (stereo not drawn)	24%	0%	-3%
CC(=O)c1c(C(C)=O)c(C)n(NC(=O)c2ccccc2Cl)c1C	-13%	1%	18%
CSc1ccc(/C=C(/NC(=O)c2ccco2)C(=O)N2CCCCC2)cc1	17%	-32%	-3%
Cc1cc(C)c2[nH]c(=O)c(CN(C(=O)C3CCCO3)C3CCCC3)cc2c1 (stereo not drawn)	·	1%	6%
COc1cccc(CN2CCC(Oc3ccc(C(=O)N4CCCCC4)cc3)CC2)c1	-2%	?	-10%
CCOC(=O)c1[nH]c2ccc(OC)cc2c1NC(=O)C(C)N1CCSCC1 (stereo not drawn)	·	-18%	12%
COC(=O)CSc1snnc1-c1ccc(F)cc1	1%	-1%	17%
COc1ccc2cc(S(=O)(=O)N3CCN(C)CC3)ccc2c1	6%	0%	-10%
COC(=O)C1=C(C)N=C2SCCC(=O)N2C1c1ccc(C(=O)OC)cc1 (stereo not drawn)	-18%	-2%	-10%
COc1ccc(-c2nn(C)c(=O)c3ccccc23)cc1NC(=O)COc1ccc(C)cc1	-3%	-2%	18%
O=C(CSc1ccc(F)cc1)Nc1ccc(C2SCCS2)cc1	-1%	-4%	-1%
COc1ccc(C(=O)NCCSCc2cccc(Cl)c2)cc1OC	-9%	-30%	-8%
CCc1ccccc1NC(=O)CN(C1CCCCC1)S(C)(=O)=O	9%	-15%	4%
COc1ccc(C2CCCN2C(=S)Nc2cccc(Cl)c2)cc1OC (stereo not drawn)	-5%	3%	-4%
Cc1cc(C)c(S(=O)(=O)c2ccccc2C(=O)O)c(C)c1	-8%	-5%	-7%
CC(C)N(C(=O)Cn1cnc2cc([N+](=O)[O-])ccc2c1=O)C(C)C	·	-1%	-6%
OCCNc1nc(Nc2cccc(O)c2)nc2ccccc12	-7%	-3%	1%
COc1ccccc1C(=O)NC(=O)COC(=O)CCOc1ccc(C)cc1	-9%	-17%	-3%
Cc1oc2cc(O)ccc2c(=O)c1-c1ccccc1	1%	-10%	2%
Cc1nc2c(=O)n(C)c(=O)n(C)c2nc1Cl	-11%	1%	10%
COc1ccc(-c2nc3c(C#N)c[nH]n3c2NC2CCCC2)cc1	16%	-4%	·
CSc1nnc(-c2ccc([N+](=O)[O-])cc2)o1	1%	6%	-13%
CCN1CCN(c2cc(C)c3cc(NC(=S)N(CC)CC)ccc3n2)CC1	0%	0%	1%
Cc1cc(C)cc(NC(=O)CN2C(=O)CSc3ccc(S(=O)(=O)N(C)C)cc32)c1	-4%	-3%	·
Cc1sc(NC(=O)C2C3C=CC(C3)C2C(=O)O)c(C(N)=O)c1-c1ccc(C(C)C)cc1 (stereo not drawn)	1%	3%	22%
Cc1ccc(C(C)(C)C)cc1S(=O)(=O)Nc1cccc(S(=O)(=O)NC2=NCCC2)c1	-5%	1%	-5%
COC1=C(c2ccccc2)C(=O)c2ccccc2C1=O	-19%	-2%	5%
CCCCNC(=O)CSc1nc2ccc(NC(=O)CSc3nnc(COc4ccccc4C)n3C)cc2s1	10%	1%	·
Cc1ccc(C(C(=O)NC(C)(C)C)N(C(=O)c2csnn2)C2CC2)cc1 (stereo not drawn)	-1%	-3%	6%
CCN(CC)S(=O)(=O)c1nnc(NC(=O)c2ccc(Br)cc2)s1	0%	-3%	·
CCn1c(CC(=O)Nc2cccc(OC)c2)nnc1SCC(=O)Nc1nccs1	4%	-29%	24%
O=C(O)CCN1C(=O)C2CCCCC2C1=O (stereo not drawn)	9%	?	3%
COc1ccc(C2CC(c3ccc(Cl)cc3)Nc3nc(NC(=O)c4ccco4)nn32)cc1 (stereo not drawn)	-4%	-5%	9%
(list continues)
SMILES	FEN1 inhibitor	GCN5L2 inh	N370S GC
CN(C(=S)NC(=O)CCCOc1ccc(Cl)cc1Cl)c1ccccc1	-2%	-2%	·
Cc1ccccc1NC(=O)N1CCc2cc(S(=O)(=O)N3CCC(C)CC3)ccc21	0%	-17%	·
C[C@H]1C(c2cccc(Cl)c2)=NN(c2ccccc2)[C@@H]1CO	·	?	?
COc1ccccc1C(=O)Nc1ccnn1C1CCN(Cc2cnc(N(C)C)s2)CC1	18%	-16%	2%
CCCC/C=C/C(NC(=O)CCc1ccccc1)c1ccccc1 (stereo not drawn)	-19%	-4%	2%&14%
O=C1C(=O)N(CCO)C(c2cccc(F)c2)/C1=C(\O)c1ccc(Cl)cc1 (stereo not drawn)	6%	-17%	9%
COCCn1c(N)c(N(Cc2ccccc2)C(=O)c2ccc(C#N)cc2)c(=O)[nH]c1=O	5%	-10%	4%
CC(C)CCNC(=O)NC(=O)CN1C(=O)NC2(CCCCC2)C1=O	1%	2%	-12%
O=C(O)c1cc(N/N=C/c2ccc3c(c2)OCO3)ccc1Cl	-7%	2%	-4%
Cn1cc(-c2cc3n(n2)CCC(=O)N3CC(=O)O)c2ccccc21	-4%	-9%	·
COc1cc(NC(=O)c2[nH]cnc2C(N)=O)cc(C(=O)Nc2cccc(C(F)(F)F)c2)c1	-5%	-19%	·
CC(C)Cn1cnc2c(=O)oc3ccccc3c21	1%	-1%	7%
COC(=O)c1ccc(COc2ccccc2/C=C/C(=O)c2ccc(OCC(=O)O)cc2)cc1	?	-27%	17%
Cc1noc(C)c1CSc1nc2sc3c(c2c(=O)n1C)CCCC3	-17%	-8%	8%
O=[N+]([O-])c1cc(-c2ncccn2)c([N+](=O)[O-])s1	-32%	-11%	8%
Cc1ccc(C(=O)CCC(=O)Nc2ccc(Cl)c(S(=O)(=O)Nc3cccc(Cl)c3)c2)cc1	1%	1%	9%
C/C(=N\NC(=O)CNC(=O)c1ccco1)c1ccc(Br)cc1	2%	-7%	0%
CCn1c(C)nc2cc(C(=O)NNS(=O)(=O)c3c(C)c(C)cc(C)c3C)ccc21	-14%	-4%	22%
CCn1c(N2CCN(C(=S)NCCc3ccccc3)CC2)nc2ccccc21	-23%	-4%	5%
O=C(CSc1nnc2c(Cl)cc(C(F)(F)F)cn12)N(Cc1ccccc1)Cc1ccccc1	-2%	-3%	1%
Cc1ccc(C)c(S(=O)(=O)N2CCN(C(=O)c3ccccc3Cc3ccccc3)CC2)c1	-9%	-8%	-1%
Cc1cc(C)cc(Nc2ccc(C(=O)O)cc2[N+](=O)[O-])c1	1%	-14%	1%
COc1cccc(C2c3[nH]c4ccccc4c3C[C@H]3C(=O)N(c4ccccc4C(=O)NCCCN4CCOCC4)C(=O)N23)c1 (stereo partly drawn)	-4%	1%	-21%
CCOC(=O)C(=O)Nc1nc(-c2ccccc2)c(-c2ccccc2)o1	-1%	0%	13%

As a working copy, 4 of the compounds above.
SMILES	FEN1 inhibitor	GCN5L2 inh	N370S GC
COC(=O)c1ccc(COc2ccccc2/C=C/C(=O)c2ccc(OCC(=O)O)cc2)cc1	?	-27%	17%
Cc1noc(C)c1CSc1nc2sc3c(c2c(=O)n1C)CCCC3	-17%	-8%	8%
O=[N+]([O-])c1cc(-c2ncccn2)c([N+](=O)[O-])s1	-32%	-11%	8%
Cc1ccc(C(=O)CCC(=O)Nc2ccc(Cl)c(S(=O)(=O)Nc3cccc(Cl)c3)c2)cc1	1%	1%	9%

The list goes on:
SMILES	FEN1 inhibitor	GCN5L2 inh	N370S GC
Cc1cc(C)cc(NC(=S)N(Cc2ccc(Br)cc2)Cc2ccc(C(=O)O)cc2)c1	-15%	?	12%
Cc1ccccc1NC(=O)CSc1c(C(C)C)cnc2c1c(=O)n(C)c(=O)n2C	-7%	-3%	·
CCc1n[nH]c2c1C(=O)CC(C)(C)C2	0%	-12%	-2%
CN(N)C(=S)Nc1ccc(F)cc1	-17%	2%	3%
C=CCOC(=O)CCC(=O)Nc1cccc2ccccc12	-3%	-5%	-6%
CCOC(=O)Cc1cc(=O)[nH]c(/N=C(/NC(=O)c2ccccc2)Nc2ccccc2C(F)(F)F)n1	2%	-7%	16%[12.8 µM]
Cn1cc(S(=O)(=O)N2CCOCC2)cc1C(=O)O	-5%	-1%	·
O=C(N/N=C/c1cc2c(cc1Br)OCO2)C1COc2ccccc2O1 (stereo not drawn)	-3%	-5%	23%
CCCC(C)NC(=O)COC(=O)c1ccccc1SCC(=O)NC(C)CCC (stereo not drawn)	-5%	-3%	-9%
COC(=O)c1ccccc1NC(=S)NC(=O)CC(C)C	-2%	-11%	10%
COC(=O)C1=C(C)N=c2s/c(=C3\C(=O)Nc4ccccc43)c(=O)n2C1c1ccccc1 (stereo not drawn)	·	-2%	8%
Cc1ccc(-n2c(-c3cc(C)n(C)n3)n[nH]c2=S)cc1	2%	-9%	4%
Clc1cccc(-n2ncc3c(N4CCCCC4)ncnc32)c1	11%	-1%	·
CC(C)CNS(=O)(=O)c1ccc(S(=O)(=O)N2CCN(C3CCCC3)CC2)cc1	-3%	1%	-2%
CC1CCN(S(=O)(=O)c2ccc3c(c2)N(CC(=O)NCCN(C)C)C(=O)CO3)CC1	22%	3%	·
CC/C(C)=C1\SC(N2CCOCC2)=NC1=O	-14%	-3%	8%
COCCNC(=O)CSc1nc(-c2ccccc2)cs1	-3%	3%	4%
CC(C)Cn1c(N)c(C(=O)COC(=O)c2ccc(Br)cc2)c(=O)n(C)c1=O	6%	-11%	·
C=CCN(CC=C)CC(=O)Nc1ccc(S(N)(=O)=O)cc1	-9%	3%	-2%
COc1ccc(CNCc2cccn2C)cc1	-2%	-4%	-4%
CN(Cc1ccccc1)C(=O)c1cnc2n(c1=O)CCS2	-8%	-3%	2%
